Assay outcomes from PubChem BioAssay.
NR5A2 inv ag = NR5A2 inverse agonism in reporter assay; HEK293T StAR-luciferase reporter, LRH-1 transfected, 24 h; O00482; AID 602396; inhibition, % at 3.6 µM; hit rate 0.13% among 360,000;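 active means inhibition above the mean inhibition of all tested compounds plus 3 SD, cut at about 73% in these data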;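 further: 0% = DMSO wells and 100% = reporter-only cells lacking LRH-1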
NR2F2 inh = blocks human COUP-TFII nuclear receptor; inhibition, % at 8.6 µM; hit rate 0.7% among 370,000; HEK293T NGFI-A luciferase reporter, luminescence; AID 686940; P24468;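 active means inhibition above a per-plate cutoff, mean inhibition of test wells between control levels plus 3 SD, cut at about 38% in these data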;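 further: cells cotransfected with COUP-TFII expression vector driving the NGFI-A reporter; 0% = median of COUP-TF2 test wells and 100% = reporter-only cells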
SRC1 inh = inhibitors of human steroid receptor coactivator 1 (SRC1). Q15788. HEK293 GAL4-SRC1 luciferase reporter, luminescence. inhibition, % at 3.6 µM. hit rate 0.12% among 360,000;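 active means inhibition above the campaign mean plus 3 SD, with each screening campaign given its own cutoff, cut at about 60% in these data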;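 further: 0% = DMSO treated cells and 100% = gossypol at 36 µM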
ABHD5 PLIN5 PPI = blocks binding of human ABHD5 to perilipin-5. Q00G26+Q8WTS1. Split G. princeps luciferase complementation, luminescence, 4 h. inhibition, % at 4 µM. hit rate 0.78% among 360,000;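 active means inhibition above the mean inhibition across every tested compound plus 3 SD, cut at about 22% in these data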;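 further: 0% = DMSO only wells and the 100% control is not disclosed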
SRC2 inh = inhibits human steroid receptor coactivator 2; Q15596; HEK293 GAL4-SRC2 luciferase reporter, luminescence; inhibition, % at 9 µM; hit rate 0.17% among 370,000;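 active means inhibition above the mean inhibition of all tested compounds plus 3 SD, set per campaign, cut at about 52% in these data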;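 further: 0% = DMSO treated cells and 100% = cells given Gossypol at 36 µM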
Exocytosis inh = lytic granule exocytosis inhibition; hit rate 0.66% among 360,000; TALL-104 LAMP-1 surface exposure, flow cytometry; cells stimulated with thapsigargin and PMA; AID 651702; inhibition, % at 10 µM;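 active means inhibition above about 55%, limit read from the data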
TLR9-MyD88 block = inhibitors of human TLR9-MyD88 binding; CHO BLA complementation TLR9-MyD88, CCF4 FRET ratio; Q9NR96+Q99836; hit rate 0.21% among 340,000; AID 504734; inhibition, % at 4.98 µM;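 active means inhibition above the mean over all tested compounds plus 3 SD, cut at about 21% in these data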;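 further: 0% = DMSO only wells and 100% = clavulanate BLA inhibitor control wells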
Target sequence (Q99836 whole entry, looked up): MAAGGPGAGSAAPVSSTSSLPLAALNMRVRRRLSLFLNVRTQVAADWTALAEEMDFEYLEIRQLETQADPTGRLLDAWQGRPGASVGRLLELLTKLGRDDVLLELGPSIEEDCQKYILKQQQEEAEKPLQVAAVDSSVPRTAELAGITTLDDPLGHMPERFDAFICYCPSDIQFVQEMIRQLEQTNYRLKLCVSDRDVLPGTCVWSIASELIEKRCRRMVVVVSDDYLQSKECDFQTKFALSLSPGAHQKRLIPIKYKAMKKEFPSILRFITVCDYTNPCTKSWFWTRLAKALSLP
Target sequence (Q9NR96 whole entry, looked up): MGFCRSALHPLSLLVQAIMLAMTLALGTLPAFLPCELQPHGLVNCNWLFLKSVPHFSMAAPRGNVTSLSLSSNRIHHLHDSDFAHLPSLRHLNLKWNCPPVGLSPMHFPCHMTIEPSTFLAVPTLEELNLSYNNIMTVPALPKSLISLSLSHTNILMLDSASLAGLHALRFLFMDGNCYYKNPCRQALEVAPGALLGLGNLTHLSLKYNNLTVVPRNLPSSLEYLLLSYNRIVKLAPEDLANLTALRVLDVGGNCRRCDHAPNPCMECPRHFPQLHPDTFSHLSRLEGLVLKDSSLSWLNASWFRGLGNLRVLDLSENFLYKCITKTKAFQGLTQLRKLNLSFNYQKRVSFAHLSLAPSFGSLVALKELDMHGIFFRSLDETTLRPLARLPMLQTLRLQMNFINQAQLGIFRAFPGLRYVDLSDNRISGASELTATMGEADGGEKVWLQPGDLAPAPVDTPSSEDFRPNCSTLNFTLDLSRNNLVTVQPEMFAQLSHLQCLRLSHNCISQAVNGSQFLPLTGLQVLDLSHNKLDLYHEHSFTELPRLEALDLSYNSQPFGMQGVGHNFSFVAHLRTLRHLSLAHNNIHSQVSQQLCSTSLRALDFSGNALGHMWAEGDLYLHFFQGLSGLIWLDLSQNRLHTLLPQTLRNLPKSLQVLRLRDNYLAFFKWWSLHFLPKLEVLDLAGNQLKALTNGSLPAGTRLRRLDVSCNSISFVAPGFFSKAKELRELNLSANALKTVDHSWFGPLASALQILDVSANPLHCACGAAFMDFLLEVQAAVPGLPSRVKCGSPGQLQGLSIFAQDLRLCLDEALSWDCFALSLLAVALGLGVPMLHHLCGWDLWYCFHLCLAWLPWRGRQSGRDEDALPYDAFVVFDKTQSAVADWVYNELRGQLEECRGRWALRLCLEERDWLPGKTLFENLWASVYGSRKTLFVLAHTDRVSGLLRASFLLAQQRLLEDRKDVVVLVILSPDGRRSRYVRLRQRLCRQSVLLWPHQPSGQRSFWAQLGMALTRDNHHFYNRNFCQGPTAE
NCOA3 inh = human NCOA3 inhibition | AID 588352 | Q9Y6Q9 | HEK293 GAL4-SRC3 luciferase reporter, luminescence | hit rate 0.17% among 360,000 | inhibition, % at 3.6 µM;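 active means inhibition above a per-campaign cutoff, the mean of all compounds plus 3 SD, cut at about 60% in these data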;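 further: 0% = DMSO-treated cells and 100% = gossypol-treated cells at 36 µM; higher means less SRC3-driven luciferase light from the GAL4 reporter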
NOD2 RIPK2 PPI = blocks binding of human NOD2 to RIPK2 | CHO BLA complementation NOD2-RIPK2, CCF4 ratio | inhibition, % at 4.98 µM | hit rate 0.38% among 360,000 | AID 624267; in the data active means inhibition above about 21%;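 further: 0% = vehicle only and 100% = reference blocker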
TWEAK-Fn14 inh = TWEAK-Fn14 signaling inhibition; TWEAK-stimulated Fn14 reporter cells, luciferase luminescence, 8 h; inhibition, % at 10 µM; hit rate 2% among 360,000; AID 1159606; in the data active means inhibition above about 50%
TROY NFkB inh = blocks TROY-dependent signaling in reporter cells; Q293 LMP1-TROYcd NF-kB luciferase reporter, 4 h; inhibition, % at 10 µM; hit rate 0.98% among 360,000; AID 1347056;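 active means compounds whose plate-normalised and pattern-corrected inhibition of the luciferase reporter signal at the single screening dose is 50% or more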
Active calls of the source: *; . = not tested or not shown. Not all compounds are listed; the hit share may differ from the screen's.

SMILES	NR5A2 inv ag	NR2F2 inh	SRC1 inh	ABHD5 PLIN5 PPI	SRC2 inh	Exocytosis inh	TLR9-MyD88 block	NCOA3 inh	NOD2 RIPK2 PPI	TWEAK-Fn14 inh	TROY NFkB inh
COc1cc2[nH]c(=O)n(CCC(=O)N3CCN(Cc4ccc5c(c4)OCO5)CC3)c(=O)c2cc1OC	-10	6	6	-3	9	0	1	1	-1	-6	-3
C=CCOc1cccc(/C=N/NC(=O)CN(c2cc(Cl)ccc2OC)S(=O)(=O)c2ccc(C)c([N+](=O)[O-])c2)c1	-4	3	-8	-2	13	-3	-6	1	-1	31	-5
Cc1cc(C)cc(NC(=O)COc2coc(CN3CCc4ccccc43)cc2=O)c1	-6	13	-5	-10	5	-4	-7	3	3	2	-22
COc1ccc(NC(=O)CSc2nc(N3CCCCC3)nc(N3CCCCC3)n2)cc1	20	-2	14	0	8	0	1	4	-8	8	-19
O=C(Nc1ccc(F)c(Cl)c1)c1nsc(Cl)c1Cl	-124	-13	-82	-6	-30	-1	4	-55	5	-4	-55
CC(C)C(CCNCc1ccccn1)c1ccc(Cl)cc1 (stereo not given)	6	1	-2	5	9	22	1	8	3	3	0
O=C(C[C@@H]1C[C@@H]2c3cc(NS(=O)(=O)c4ccc(F)cc4)ccc3O[C@@H]2[C@@H](CO)O1)NC1CCCCC1	19	3	-9	-4	-6	3	-3	-23	1	3	-15
Cc1cc(C(=O)CSc2nc3ccccc3[nH]2)c(C)n1Cc1ccco1	-46	33	-50	-1	-18	7	-4	-8	-4	92*	81*
O=C(CSc1nnc2c(n1)[nH]c1ccccc12)Nc1nncs1	-4	-18	-3	8	2	-2	-23	3	-13	3	18
CSCc1ccc(C(=O)N2CCC(CCC(=O)N(C)Cc3ccccc3)CC2)o1	-12	10	1	-1	-64	-13	-23	6	-7	-1	3
Cn1cccc1C(=O)NC(=O)COC(=O)c1ccc(S(C)(=O)=O)c([N+](=O)[O-])c1	-19	.	-10	12	.	27	17	-12	20	96*	30
Nc1cc(=O)[nH]n1C1CCCCC1	2	-2	-3	-3	-17	-1	-10	-2	3	4	-15
Cc1onc(-c2c(F)cccc2Cl)c1C(=O)OCn1nnc2ccccc2c1=O	-1	9	6	-3	12	-5	-2	6	15	0	2
C[C@@H]1CN([C@H](C)CO)C(=O)CCCn2nncc2CO[C@H]1CN(C)C	-22	-7	-6	7	2	4	10	9	-5	6	16
CN(C)S(=O)(=O)c1ccc(N2CCOCC2)c(C(=O)NCc2ccc3c(c2)OCO3)c1	18	-4	-24	5	-8	-1	-6	11	-9	0	-5
CC(C)c1ccc(C2NC(=O)c3ccccc3O2)cc1 (stereo not given)	-34	-39	-33	4	-11	-3	2	-31	-9	-22	-38
COc1ccc(NS(=O)(=O)c2cccc(C(=O)NCC(c3ccccc3OC)N3CCCC3)c2)cc1 (stereo not given)	4	-8	2	3	7	-4	-12	21	-7	5	-2
COC(=O)c1ccccc1NC(=O)CSc1nccc(C)n1	-4	0	4	-11	22	1	10	-10	4	-2	-11
O=C1NC[C@H](Cc2ccccc2)N(C[C@@H]2CCCN2C[C@H](Cc2ccc(O)cc2)N2C[C@H](Cc3ccccc3)N(CCc3ccccc3)C(=O)C2=O)C1=O	-14	-8	.	10	19	-4	.	.	-3	11	0
Cc1cccc(Nc2nc(N)c([N+](=O)[O-])c(N3CCN(C)CC3)n2)c1	-1	-17	-8	10	-17	-2	-7	12	-2	-19	1
COc1cccc(C2SCC(=O)N2c2cccc(C)c2)c1OC (stereo not given)	17	-15	0	-5	-11	2	0	12	1	12	10
CC1OC(=O)c2cc3ccccc3nc21 (stereo not given)	11	-7	-1	-2	-8	-5	2	-5	5	-6	-9
CCCN(CCC)Cc1cc(=O)oc2cc(C)ccc12	-8	-1	8	-1	-22	-4	.	5	-5	6	-2
S=C(NCCc1ccccc1)N1CCC2CC1c1cc(-c3ccc4c(c3)OCO4)ccc12 (stereo not given)	-3	-8	0	0	-1	-1	.	13	-7	49	-9
COc1ccc(F)cc1C(=O)C1CCCN(Cc2cn(C)c3ccccc23)C1 (stereo not given)	15	-15	12	9	9	4	-7	-4	6	-2	-11
CCN(CC)C1CCN(C(=O)c2ccc(OC3CCN(Cc4ccccn4)CC3)cc2)C1 (stereo not given)	-1	2	1	6	-33	-3	-22	11	-14	-8	2
COCCN(C)Cc1cn(-c2ccc(F)cc2F)nc1-c1ccccc1C	-1	2	-14	0	-1	-5	-2	6	2	1	6
COc1ccc(N2CCN(C(=O)c3ccc(C)cc3)CC2)c([N+](=O)[O-])c1	12	11	-13	5	-20	0	-2	10	2	-12	-12
COc1cc2c(cc1OC)C1=C(C#N)CC/C(=N\S(=O)(=O)c3ccccc3)N1CC2	8	-16	-20	-1	-30	-6	-8	-22	-13	-27	-2
CC(C)NC(=O)N(C)C[C@H]1Oc2c(NC(=O)Nc3ccc4c(c3)OCO4)cccc2C(=O)N([C@H](C)CO)C[C@@H]1C	-4	2	-4	-3	-20	1	0	-6	-3	4	-15
COc1ccc(CN(CC(=O)NC2CCCCC2)C(=O)CCCC(=O)Nc2ccccn2)cc1	3	1	14	-4	-6	-2	1	13	-6	11	-15
CC(C)C[C@H](NC(=O)OC(C)(C)C)c1nnc(SCc2cccc(F)c2)o1	8	-8	6	2	22	-2	-7	4	1	-8	-8
COC(=O)C(C)Sc1ccc2nnc(CCNS(=O)(=O)c3ccc(C)cc3)n2n1 (stereo not given)	-2	-14	-3	-1	4	-3	9	1	6	4	16
COC(=O)c1ccc(/C=N/Nc2nc3ccccc3[nH]2)cc1	-102	-44	-55	-3	-25	-1	1	-63	-4	-25	-35
CCOc1ccc(C(C)NC(=O)c2ccccc2F)cc1 (stereo not given)	22	-5	12	2	-16	1	-7	24	4	-10	5
CCOc1ccc(NC(=O)C[n+]2ccc(N(C)C)cc2)cc1	3	7	7	-1	-12	0	-3	7	-3	-4	6
Cc1noc(C)c1C(=O)N1CCC1(C)C(=O)NS(=O)(=O)c1cccc(OC(F)F)c1 (stereo not given)	-11	1	-6	-2	-2	-4	.	-13	-8	-5	30
Cc1cccc(NCc2ccccc2OCc2ccccc2F)c1	-3	3	-2	-13	-18	-4	-2	5	8	-5	-3
Cc1ccc(NC(=O)NC(=O)N(c2ccccc2)S(C)(=O)=O)cc1	-56	-12	-51	-2	-41	-1	-1	-43	-6	-15	-55
CCN1CCN(c2ccc(S(=O)(=O)N3CCCCC3)cc2NC(=O)/C=C/c2ccc(Cl)cc2)CC1	11	3	7	14	-26	3	2	8	4	-22	1
O=c1[nH]c(=S)c2[nH]c(=S)n(-c3ccccc3)c2[nH]1	-17	1	-17	-31	-10	1	1	-9	-7	-9	-1
C=CCCC(=O)Nc1nc(C)c(-c2csc(Nc3cc(OC)ccc3OC)n2)s1	-8	-12	-19	-13	1	8	0	-30	-6	-2	-3
CC(=O)NC1C(O)OC(CO)C(O)C1O (stereo not given)	-5	5	9	6	-9	-2	-7	-4	0	-7	-1
O=C(O)c1ccc(NS(=O)(=O)c2ccc(C(=O)Nc3ccccc3)cc2)cc1	-9	4	10	-2	-6	1	0	-13	-16	-1	10
Cc1ccc2cc3c(NC(=O)c4ccco4)nn(CC(C)C)c3nc2c1	-17	15	-58	0	17	0	0	10	-3	21	15
Cc1ccc(S(=O)(=O)c2c(N)n(CCCN(C)C)c3nc4ccccc4nc23)cc1	-12	7	6	5	-42	10	-6	9	-5	11	2
COc1ccc(NC(=O)CN(c2ccc(C)cc2)S(=O)(=O)c2c(C)nn(C)c2C)cc1	9	19	4	-1	25	-7	-6	9	4	36	-12
COc1ccc(NS(=O)(=O)c2cc(NC(=O)c3ccccc3)ccc2N2CCOCC2)cc1	3	24	-2	-4	-12	-1	-1	21	-2	11	40
COc1ccc(NC(=O)c2cccc([N+](=O)[O-])c2)cc1	2	-15	-31	-1	-35	-3	3	-36	0	-13	-50
CCOc1ccc(NC(=O)NCc2ccccn2)cc1	-8	11	-10	2	0	-1	12	-1	0	-12	-10
CN(Cc1cccc(F)c1)C(=O)C(c1ccccc1)c1ccccc1	9	14	-22	-2	7	12	-22	-6	-4	26	-6
O=C(C(=O)N1CC=C(c2ccccc2)CC1)c1c[nH]c2ccccc12	-9	0	-11	1	-2	0	-6	5	14	6	12
CN(CC(=O)Nc1ccc(F)c(F)c1F)C(=O)/C=C/c1ccco1	18	-39	-5	9	-27	-5	-6	9	-2	1	-4
COCCCNC(=O)c1ccc2c(c1)CCN2S(C)(=O)=O	5	-6	0	3	12	-5	-1	1	1	-4	6
COc1ccc(Cl)cc1NC(=O)C(C)Sc1nnc(C2CC2)n1C1CC1 (stereo not given)	-8	8	-11	-3	0	-9	6	4	-12	17	9
CC(=O)Nc1ccc(C2=NN(c3ccccc3)C(c3cccs3)C2)cc1 (stereo not given)	2	-4	-30	-7	-13	-2	-14	-25	-5	-8	-3
CCN(CC)C(=O)c1sc(NC(=O)c2cccs2)c(C#N)c1C	-1	7	-5	-1	-3	2	-9	-2	-6	-9	8
COC(=O)c1cc(-c2c(C)oc3cc(OC)ccc3c2=O)c(C)o1	-8	4	10	0	-28	-2	-2	-12	-5	4	0
O=C(OCCc1cc2ccccc2c(=O)o1)c1ccc(F)cc1	-4	-1	-5	6	1	4	5	0	3	-19	-93
COC(=O)c1cccc(S(=O)(=O)N(Cc2ccco2)Cc2cc3ccc(OC)cc3[nH]c2=O)c1	6	-7	7	-1	6	5	2	18	3	17	25
Continuation:
SMILES	NR5A2 inv ag	NR2F2 inh	SRC1 inh	ABHD5 PLIN5 PPI	SRC2 inh	Exocytosis inh	TLR9-MyD88 block	NCOA3 inh	NOD2 RIPK2 PPI	TWEAK-Fn14 inh	TROY NFkB inh
COC(=O)CNC(=O)CN1C(=O)NC2(CCCc3ccccc32)C1=O (stereo not given)	-20	-21	9	-3	-18	-5	-1	-1	-10	12	10
COc1ccc(N2CC(NC(=O)c3ccc4ccccc4c3)CC2=O)cc1OC (stereo not given)	3	-14	-6	-1	-22	0	1	-9	-5	-12	0
Cc1ccsc1/C=N/N=C/c1sccc1C	-137	-60	-119	-4	-11	-6	-15	-114	-5	11	-3
CCCCN1C(=O)C(CC(=O)NCCCCc2ccccc2)CC(C(=O)N2CCCCCC2)=C1C (stereo not given)	-10	2	.	2	0	5	.	.	5	-9	-2
Cc1nnc(NCc2n[nH]c(=O)c3ccccc23)c2ccccc12	7	-16	-21	-1	-21	20	2	-2	5	-35	-33
CCCCn1c(N)c(N(CCOC)C(=O)c2ccc(Cl)c(S(=O)(=O)N3CCCC3)c2)c(=O)[nH]c1=O	8	-7	9	1	-18	-3	-3	2	-8	6	-10
CCn1c(=O)c(C(=O)NCc2ccccc2OC)c(O)c2ccccc21	-5	0	-25	2	-34	-3	-2	-5	-7	8	3
COC(=O)c1ccc(CNC(=O)Cn2cnnn2)cc1	9	-2	8	-3	-12	0	-4	7	-10	-3	12
COc1ccc(CNC(=O)COC(=O)c2c(NC(C)=O)sc(C)c2C)cc1OC	0	-3	-10	2	-14	42	-4	-4	-7	-10	2
